Screening data as filed in PubChem.
Rev-erbA mod = modulates human Rev-erb alpha binding to DNA. Rev-erbα–FITC-DNA binding, fluorescence polarization, 90 min. 370,000 tested, 0.79% active. P20393. AID 1259318. activity, % at 10 µM;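 active = activity above about 14%, limit read from the data; passing the limit was not always enough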;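 also: 0% = DMSO wells with 35 nM protein and 100% = DMSO wells with 750 nM protein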
MBD2 DNA inh = blocks human MBD2 binding to methylated DNA; Q9UBB5; TR-FRET, MBD2 binding to methylated oligonucleotide; inhibition, % at 4.4 µM; 370,000 tested, 0.31% active; AID 686964; in the data active = inhibition above about 13%
rCAG binder = molecules binding r(CAG) RNA repeats; r(CAG) RNA repeat, TO-PRO-1 dye displacement fluorescence; inhibition, % at 3 µM; 370,000 tested, 1.3% active; AID 651821;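 active = inhibition above the plate cutoff, the mean of all test compounds on that plate plus 3 SD, cut at about 35% in these data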;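 also: 0% = DMSO alone and 100% = 100 µM mitoxantrone as full dye displacement; higher means more dye released from RNA so lower well fluorescence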
ABHD4 inh = inhibitors of mouse ABHD4 | Q8VD66 | purified mABHD4, FP-Rh probe fluorescence polarization | inhibition, % at 8.92 µM | 370,000 tested, 0.54% active;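 active = inhibition exceeding the mean over every tested compound plus 3 SD, cut at about 30% in these data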;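 also: 0% = plate median of compound wells and 100% = S159A mutant with DMSO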
Target sequence (Q8VD66 whole entry, looked up): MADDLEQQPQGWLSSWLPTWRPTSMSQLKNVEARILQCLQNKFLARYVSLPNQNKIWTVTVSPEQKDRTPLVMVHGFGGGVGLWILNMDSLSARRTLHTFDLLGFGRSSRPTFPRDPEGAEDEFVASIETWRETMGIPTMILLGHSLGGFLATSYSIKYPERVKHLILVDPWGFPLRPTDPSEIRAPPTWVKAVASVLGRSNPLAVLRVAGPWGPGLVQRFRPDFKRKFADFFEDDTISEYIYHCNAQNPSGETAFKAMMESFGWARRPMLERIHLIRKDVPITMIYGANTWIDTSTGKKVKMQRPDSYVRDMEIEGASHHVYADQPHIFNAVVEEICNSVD
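Assay system: mABHD4 protein; medium: HEPES pH 7.0, NaCl, Pluronic buffer; dosing: 8.92 µM, single dose; schedule: 45 min + 60 min at 25 °C; signal: FP readout, ex 525 nm / em 598 nm; read-out: normalized percent inhibition of probe labeling; repeats: single replicate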
UHRF1 MBD2 ctr = UHRF1 methyl-DNA binding inhibition | 370,000 tested, 0.75% active | UHRF1 binding to methylated oligo, TR-FRET | inhibition, % at 4.4 µM; in the data active = inhibition above about 21%;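 also: UHRF1 SRA domain binding a hemimethylated CpG hairpin DNA probe; 0% = median of test compound wells and 100% = reference inhibitor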
LEDGF integ inh = blocks HIV-1 LEDGF/p75-dependent DNA integration; TR-FRET IN-LEDGF/p75 DNA integration, Eu/Cy5; inhibition, % at 3.7 µM; 370,000 tested, 0.64% active; AID 743269;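 active = inhibition above the screen-wide mean plus 3 SD, cut at about 13% in these data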;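 also: signal is the Cy5 over europium emission ratio at 671 and 618 nm; 0% = plate median of compound wells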
TCR-CD3 inh = blocks the human TCR-CD3 interaction; TAMRA-labeled TCR probe fluorescence, biochemical; inhibition, % at 9.4 µM; 360,000 tested, 0.37% active; AID 651800; in the data active = inhibition above about 19%;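 also: recombinant mutant TCR 2C K166C tagged with TAMRA read by polarization; 0% = receptor in buffer alone and 100% = receptor with positive control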
HTRA1 inh = HTRA1 (human) protease inhibition; AID 504803; Q92743; 340,000 tested, 0.5% active; inhibition, % at 5.96 µM; recombinant HTRA1, FP-rhodamine activity-based probe, fluorescence polarization; in the data active = inhibition above about 36%;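 also: 0% = enzyme with DMSO and 100% = wells lacking enzyme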
PG9 Ab binder = binds the HIV-1 gp120 antibody PG9; TR-FRET gp120-PG9 antibody binding; inhibition, % at 6.7 µM; 360,000 tested, 0.43% active; AID 624416; in the data active = inhibition above about 8.5%
PRMT1 FP inh = PRMT1 (human) inhibition, primary screen | 370,000 tested, 1.3% active | Q99873 | inhibition, % at 2.79 µM | recombinant PRMT1, activity-based probe fluorescence polarization;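 active = inhibition above about 21% made by adding two undisclosed values, limit read from the data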
Target sequence (Q99873 whole entry, looked up): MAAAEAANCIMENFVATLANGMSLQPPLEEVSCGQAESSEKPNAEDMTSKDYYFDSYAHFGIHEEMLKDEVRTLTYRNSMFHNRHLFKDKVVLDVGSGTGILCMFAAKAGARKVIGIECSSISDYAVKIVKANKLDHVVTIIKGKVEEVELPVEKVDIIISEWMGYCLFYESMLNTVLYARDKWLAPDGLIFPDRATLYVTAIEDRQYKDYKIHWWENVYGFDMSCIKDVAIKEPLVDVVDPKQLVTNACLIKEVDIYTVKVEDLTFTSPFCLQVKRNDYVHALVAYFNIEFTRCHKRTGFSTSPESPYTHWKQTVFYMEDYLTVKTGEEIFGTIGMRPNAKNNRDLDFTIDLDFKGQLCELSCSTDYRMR
* = called active by the depositor; · = not tested or not shown. This is a subset. The share of hits here may be higher or lower than overall.

SMILES	Rev-erbA mod	MBD2 DNA inh	rCAG binder	ABHD4 inh	UHRF1 MBD2 ctr	LEDGF integ inh	TCR-CD3 inh	HTRA1 inh	PG9 Ab binder	PRMT1 FP inh
COc1ccc(NC(=O)CN2CCC(NC(=O)c3ccc(OC)cc3)CC2)cc1	0	6	-7	3	0	-1	-7	-4	-0.8	1
CC(C)(C)c1ccc(OCCCC(=O)NC2=NCCS2)cc1	1	1	0	-9	8	-4	4	-8	5.2	2
Cc1ccc(S(=O)(=O)Nc2nc3n(n2)C(c2ccc(Cl)cc2)CC(=O)N3)cc1 (stereo not given)	-5	4	2	1	-1	-3	9	5	-0.3	-1
CCCCN(C)C(=O)C1CCN(Cc2cccnc2)CC1	3	3	-3	10	0	2	-2	7	-2.4	2
CC1CC(C)CN(S(=O)(=O)N2CCC(C(=O)NCCC3=CCCCC3)CC2)C1 (stereo not given)	-1	0	-5	1	0	1	1	10	-2.5	0
C/C=C/C(=O)Nc1nnc(C(C)C)s1	4	2	1	6	-1	-2	-1	-3	-1.9	-1
Cc1ccc(/C=C/C2=NN(C)C(=O)CC2)cc1	-2	-5	-4	-4	-3	8	-1	-1	-5.4	-2
CC(=O)OCC1=C(C(=O)O)N2C(=O)C(NC(=O)c3ccc(COc4cccc(Cl)c4Cl)o3)C2SC1 (stereo not given)	3	-2	33	-3	-2	1	10	-44	-2.0	37*
Cc1nc2sccn2c(=O)c1S(=O)(=O)Nc1ccc(N2CCN(S(C)(=O)=O)CC2)cc1	8	-3	7	-2	0	3	2	-2	-0.9	-2
CCCC(=O)N1CC(=O)Nc2ccc(Br)cc2C1c1ccc(F)cc1 (stereo not given)	6	1	0	-2	-1	-1	2	-3	-0.7	0
COc1ccc(-c2csc(C(C)(O)c3cccc(F)c3)n2)cn1 (stereo not given)	-4	3	-1	-3	0	0	2	·	-0.7	-3
CCCCNC(=O)C1(C)CCN1C(=O)c1csnn1 (stereo not given)	1	0	0	2	3	1	-8	·	-1.8	-2
Cc1ccc(Nc2nc3ccccc3[nH]2)nc1	2	-2	1	17	-4	1	-5	10	-2.9	0
CC1(C(=O)NS(=O)(=O)c2cccc(F)c2)CCN1C(=O)Cc1cc(F)ccc1F (stereo not given)	3	4	4	4	2	-2	1	·	0.0	3
Cc1cc(Cl)c(S(=O)(=O)N(C)C)cc1OCC(N)=O	-5	-1	2	-1	-3	-5	5	-5	-3.0	1
CCc1ccc(N2CC(C(=O)OCC(=O)Nc3ccc([N+](=O)[O-])cc3)CC2=O)cc1 (stereo not given)	3	-1	3	-4	3	2	-10	-4	-0.5	-1
O=C(O)c1ccc(CNCc2cccc(Cl)c2Cl)cc1	0	-4	0	-6	-1	-2	6	-6	-1.3	-1
NS(=O)(=O)c1ccc(N=Nc2c(O)ccc3ccccc23)cc1	-6	-7	21	4	2	7	4	11	-2.7	-9
O=C(CNC(=O)c1cccc(F)c1)OCCOc1cccc(Cl)c1	3	1	-4	-3	1	-4	0	-6	-0.8	-1
Cc1ccc(C(=O)Nc2ccccc2C(=O)O)cc1S(=O)(=O)Nc1ccc(Br)cc1	6	2	83*	-87	-3	1	2	-92	1.7	-2
O=C(CSc1n[nH]c(-c2ccc(Br)cc2)n1)N1CCOCC1	-3	0	2	-1	0	4	-6	5	-2.6	-2
CCOc1ccc(CNC23CN4CN(CN(C4)C2)C3)cc1	4	-5	0	4	-4	2	5	4	-1.3	-2
O=[N+]([O-])c1cc(C(F)(F)F)ccc1-n1nnc2ccccc21	-1	2	-1	4	1	-1	5	0	0.2	-1
COc1ccc(N(C)S(=O)(=O)c2cccc(C(=O)Nc3ccc(-n4cnnn4)cc3)c2)cc1	-2	-1	16	-16	2	0	2	-37	-1.2	2
COc1ccc2[nH]c3c(=O)n(CCc4ccccc4)cnc3c2c1	-10	0	4	1	2	0	9	-1	3.3	-2
O=C(Oc1c(CN2CCOCC2)cc(Cl)c2cccnc12)c1ccc(F)cc1	1	-3	-3	6	-3	-3	7	30	-1.0	0
CCOc1ncccc1C(=O)Nc1ccccc1N1CCOCC1	5	1	-3	2	0	0	-5	-3	-1.2	2
CCN1C(=S)N[C@@H](c2ccccc2)C(C(=O)OC)=C1C	-1	-1	-6	6	1	1	-1	6	-1.9	0
COc1ccc(-c2cn3nc(SCC(=O)NC4CCCCC4)ccc3n2)cc1	-2	-11	0	-1	-1	2	4	-1	33*	-4
CSc1ccc(/C=C/C(=O)N2CCCN(C)CC2)cc1	-1	-7	-5	3	-4	4	5	-1	-1.0	7

Part of the list above, set out differently.
Order of results: Rev-erbA mod, MBD2 DNA inh, rCAG binder, ABHD4 inh, UHRF1 MBD2 ctr, LEDGF integ inh, TCR-CD3 inh, HTRA1 inh, PG9 Ab binder, PRMT1 FP inh
- COc1ccc2[nH]c3c(=O)n(CCc4ccccc4)cnc3c2c1
  -10, 0, 4, 1, 2, 0, 9, -1, 3.3, -2
- O=C(Oc1c(CN2CCOCC2)cc(Cl)c2cccnc12)c1ccc(F)cc1
  1, -3, -3, 6, -3, -3, 7, 30, -1.0, 0

Additional records
SMILES	Rev-erbA mod	MBD2 DNA inh	rCAG binder	ABHD4 inh	UHRF1 MBD2 ctr	LEDGF integ inh	TCR-CD3 inh	HTRA1 inh	PG9 Ab binder	PRMT1 FP inh
Cc1nc2ccc(Cl)cn2c1C(=O)NN	-2	-1	3	29	-4	-2	7	2	-0.1	-1
CC(=O)Nc1ccc(C2Nc3ccccc3C(=O)N2C2CCCCC2)cc1 (stereo not given)	5	-1	-3	2	2	-2	1	5	1.6	-4
O=c1cc(NS(=O)(=O)c2ccccc2)nc(SCc2ccc(Cl)cc2)[nH]1	0	-5	8	-23	0	0	4	-35	-1.6	-3
O=C(Nc1nc2ccccc2s1)c1cc2c(s1)-c1ccccc1OC2	14	-3	3	-7	-3	3	3	-20	0.6	-9
O=C(CCc1ccccc1Cl)N1CCN(S(=O)(=O)c2ccccc2)CC1	4	-1	-2	-10	1	3	-8	3	3.1	-7
COc1ccc(O)c(C(=O)CC(=O)c2ccccc2C)c1	1	-3	0	0	-2	-1	8	1	-3.3	-2
COc1ccc(OC)c(-c2cc(C(=O)NC3CCCC3)c3ccccc3n2)c1	5	0	-1	-1	-1	0	4	-5	-1.7	-2
O=C1/C(=C/c2cccc(F)c2)CSc2sccc21	0	4	-1	0	0	1	-6	-5	0.9	-2
O=C(c1ccc(-n2cncn2)c([N+](=O)[O-])c1)N1CCN(c2cccc(Cl)c2)CC1	-2	3	-3	1	-3	0	-3	-1	-0.2	-3
CCN(CC)C(=O)N1CCN(S(=O)(=O)c2ccccc2)CC1	-2	-4	-3	1	2	2	-3	3	0.9	6
N#CCS(=O)(=O)c1cccc[n+]1[O-]	-1	5	2	-3	-1	1	2	·	-2.5	-11
Cc1cc(C)c2c(CN3CCCCC3C)cc(=O)oc2c1 (stereo not given)	6	-1	-3	-4	0	-4	4	-15	-0.8	4
Cc1cc(C)c(C)c(S(=O)(=O)Nc2ccc(O)cc2)c1C	-1	1	2	-6	1	-1	-4	-8	-0.2	1
C#CCn1c(=NC(=O)c2ccc(Br)s2)sc2cccc(OC)c21	27*	3	3	-7	-3	4	3	-12	11*	-5
O=C1CCC(C(=O)Nc2cccc(Br)c2)N1 (stereo not given)	5	5	0	1	-1	-1	5	2	-1.3	-3
COc1cccc(NC(=O)C2CCCN2S(=O)(=O)c2ccc3c(c2)C(C)(C)C(=O)N3C)c1 (stereo not given)	-5	0	5	0	-2	0	-2	-2	0.5	1
COc1ccc(CNC(=O)c2sc(=O)n(Cc3ccccc3C)c2C)cc1	-4	-4	0	4	-2	-1	4	·	-0.9	-2
CC(C)(C)NC(=O)C(c1ccccc1F)N(Cc1ccco1)C(=O)c1csnn1 (stereo not given)	1	-1	-5	-5	-1	-3	3	-5	0.3	1
CCOC(=O)C1(CCOc2ccccc2)CCN(Cc2ccc(COC)o2)CC1	5	0	-10	0	-3	0	3	1	-2.3	-2
CC(=O)Nc1ccc(Nc2ncc([N+](=O)[O-])c(Nc3ccc(NC(C)=O)cc3)n2)cc1	-7	-3	5	4	-2	-1	8	2	-1.2	1
CC(=O)Nc1ccc(S(=O)(=O)N2CCN(C(=O)c3ncoc3-c3cccc(F)c3)CC2)cc1	-6	5	-1	2	0	-2	-6	3	0.7	1
CCC1CCCCN1C(=O)NC(=O)c1ccccc1 (stereo not given)	-10	1	-3	3	1	1	3	2	-3.0	-4
COC1CCN(C(=O)C2CCC(=O)N(C3CCCCCC3)C2)CC1 (stereo not given)	1	-3	-1	2	-2	1	9	3	-0.8	1
CCn1c2ccccc2c2cc(NC(=O)COc3ccccc3OC)ccc21	0	0	6	8	-3	-2	4	-18	5.0	-3
CN=C(Nc1ccc(Cl)cc1)c1cccc(C(F)(F)F)c1	5	-1	-4	-4	-1	2	10	-2	0.0	2
Cc1ccc(C)n1NC(=O)c1ccc([N+](=O)[O-])cc1	-1	-4	5	4	-2	-2	-6	9	-0.7	5
CCN(CC)C(=S)Nc1ccc(OC)cc1	0	-3	2	3	-2	-2	4	3	-0.7	-4
O=c1c2cc3c(cc2[nH]c(=S)n1CCN1CCOCC1)OCO3	1	-3	-1	2	-1	-2	6	4	2.6	-1
CCN(CC)C(=O)Cn1c(=O)n(-c2ccccc2)c(=O)n1CC(=O)N(CC)CC	-1	0	-3	7	-1	4	4	-9	0.7	1
COc1ccc(C(=O)Nc2ccc(NC(=O)C(C)C)nc2)cc1	7	1	-4	6	10	-4	-12	8	-1.2	7

Some values from the entries so far:
Value of `COc1ccc(-c2csc(C(C)(O)c3cccc(F)c3)n2)cn1` (stereo not given) under Rev-erbA mod: -4
Value of `CCN(CC)C(=S)Nc1ccc(OC)cc1` under UHRF1 MBD2 ctr: -2

Further entries follow.
SMILES	Rev-erbA mod	MBD2 DNA inh	rCAG binder	ABHD4 inh	UHRF1 MBD2 ctr	LEDGF integ inh	TCR-CD3 inh	HTRA1 inh	PG9 Ab binder	PRMT1 FP inh
COCc1ccc(CN2CCCC(CO)(Cc3cccc(OC)c3)C2)o1 (stereo not given)	-2	-4	-3	-1	0	-2	8	5	0.1	-5
COc1ccc(C(C(=O)NC2CCCC2)N(Cc2cccnc2)C(=O)Cc2cccs2)c(OC)c1 (stereo not given)	2	-4	5	10	3	-2	-2	-6	0.3	5
Cc1ccc(C)c(-n2c(SCC(=O)N3CCCC3)nnc2-c2ccccn2)c1	0	6	-11	-2	0	0	0	2	-1.7	1
CCOC(=O)N/N=C(\C)c1ccccc1OC(F)F	3	-1	-1	-7	-4	-2	-1	5	-0.6	-1
COc1ccc(-c2c(N)nnc3c2[nH]c2ccccc23)cc1OC	1	1	2	4	4	0	-3	1	-1.9	2
COc1ccccc1NC(=S)N=Nc1c(O)[nH]c2ccc(Br)cc12	-2	-1	10	6	-5	0	-7	14	0.1	1
Cc1c(/C=N/NC(N)=O)c2ccccn2c1C(=O)c1ccncc1	-1	-12	0	0	-17	-1	-4	4	-4.4	7
COc1cc(C(CC(=O)N2CCN(c3ccccc3)CC2)c2c(OC)cc(OC)c3ccc(=O)oc23)cc(OC)c1OC (stereo not given)	2	1	11	0	1	0	-1	-3	-0.2	4
Cc1ccc(NC(=O)COC(=O)CNC(=O)c2ccc(Br)cc2)c(C)c1	-2	4	-1	-3	17	2	3	-2	-1.3	0
Nc1cccc(Cl)c1N1CCOCC1	-10	5	0	9	0	3	-5	-10	3.2	2
Cc1c(C(=O)N2CCCCC2C)sc2nc3n(c(=O)c12)CCC3 (stereo not given)	-3	-7	-3	1	1	6	8	6	0.2	0
COc1ccc(-c2csc(-c3[nH]cnc3N)n2)cc1	-2	1	12	4	-3	0	5	1	-1.1	1
